Diaph inh CS = diaphorase inhibition or chemical oxidation counter-screen. 0.69% of 190,000 active. diaphorase resazurin-to-resorufin fluorescence, NADH, 16 min; bacterial (C. kluyveri) enzyme, not human. inhibition, % at 20 µM;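 active means primary screen inhibition at 20 µM above a set limit, cut at about 50% in these data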;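 further: plate controls were DMSO with full reaction for no effect and wells lacking NADH for full effect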
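controls = No-NADH positive control and DMSO neutral control | system = Clostridium kluyveri diaphorase enzyme | timing = reaction incubation of 16 min at room temperature | signal = resorufin fluorescence 544/590 nm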
TNAP act hiacc = TNAP (human) activation, high acceptor. purified TNAP, CDP-star luminescence, 1 M DEA, 30 min; active compounds read high; 0 = EDTA background, 1 = DMSO-only activity. P05186. activation factor at 20 µM. 200,000 tested, under 10 active;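 active means activation factor at least 2 at 20 µM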
Target sequence (P05186 whole entry, looked up): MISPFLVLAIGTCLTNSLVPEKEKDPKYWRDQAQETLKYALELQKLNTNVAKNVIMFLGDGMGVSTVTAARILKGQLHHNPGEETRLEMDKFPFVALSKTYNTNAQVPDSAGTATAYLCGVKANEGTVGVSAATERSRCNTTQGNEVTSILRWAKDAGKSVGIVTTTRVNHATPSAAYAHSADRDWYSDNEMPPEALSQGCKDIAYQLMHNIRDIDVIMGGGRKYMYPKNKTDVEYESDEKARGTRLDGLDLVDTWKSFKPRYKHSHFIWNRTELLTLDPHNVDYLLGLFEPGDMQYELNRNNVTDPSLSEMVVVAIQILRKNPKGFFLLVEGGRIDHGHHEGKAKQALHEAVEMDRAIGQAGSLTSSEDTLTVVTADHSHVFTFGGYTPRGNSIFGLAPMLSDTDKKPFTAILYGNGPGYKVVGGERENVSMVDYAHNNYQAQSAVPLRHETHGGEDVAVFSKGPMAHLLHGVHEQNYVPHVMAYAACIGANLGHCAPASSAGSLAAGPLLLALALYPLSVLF
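Control set: EDTA negative control, DMSO positive control / Assay system: human TNAP / Quantity: TNAP 1/800 final / Evaluation: TNAP activation factor scaled between EDTA and DMSO control wells / Measured by: luminescent substrate turnover signal / Compound dosing: one dose, 20 µM / Times: 30 min enzyme reaction at room temperature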
TNAP inh no acc = TNAP (human) inhibition, acceptor-free conditions | inhibition, % at 20 µM | AID 1012 | 0.26% of 200,000 active | purified TNAP, CDP-star luminescence, 30 min;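 active means tissue-nonspecific alkaline phosphatase inhibition above about 50% at 20 µM in the single-dose screen, limit read from the data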;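 further: 0% = DMSO negative control and 100% = EDTA positive control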
bIAP act = increases bovine intestinal alkaline phosphatase activity | activation factor at 20 µM | 0.17% of 200,000 active | purified bovine IAP, CDP-star luminescence, 30 min; active compounds read high; fold of DMSO-control signal, blank-subtracted | AID 1016;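 active means activation factor of 2 or more at 20 µM, a signal rise over negative controls twice the positive control's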
PMI act satM6P = PMI (human) activation, high substrate; P34949; coupled PMI enzyme assay, resazurin fluorescence, 20 min; active compounds read high; 1 = untreated enzyme, 0 = substrate-free blank; activation factor at 20 µM; 0.34% of 190,000 active; AID 1216;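 active means activation factor of 2 or more at 20 µM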
Target sequence (P34949 whole entry, looked up): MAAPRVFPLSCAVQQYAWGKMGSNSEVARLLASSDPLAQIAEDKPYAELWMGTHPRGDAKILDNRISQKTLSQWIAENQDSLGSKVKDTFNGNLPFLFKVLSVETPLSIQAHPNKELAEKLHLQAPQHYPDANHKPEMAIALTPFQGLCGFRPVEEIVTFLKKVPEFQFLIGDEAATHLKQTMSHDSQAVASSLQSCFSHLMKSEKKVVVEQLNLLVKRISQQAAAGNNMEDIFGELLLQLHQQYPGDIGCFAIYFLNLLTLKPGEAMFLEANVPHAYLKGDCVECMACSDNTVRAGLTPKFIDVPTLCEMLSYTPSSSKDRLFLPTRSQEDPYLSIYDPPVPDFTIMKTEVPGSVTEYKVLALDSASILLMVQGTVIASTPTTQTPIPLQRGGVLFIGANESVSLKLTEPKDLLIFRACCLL
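Test system: human PMI in coupled enzyme assay; Input: PMI at 15 ng/mL final; Medium: HEPES buffer, pH 7.4; Schedule: 20 min incubation at room temperature; Technique: resorufin fluorescence at Ex 544/Em 590 nm; Compound: 20 µM single dose; Probe or stimulus: Near-saturating mannose-6-phosphate, 1.0 mM.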
Diaphorase act = activates diaphorase or chemically reduces, flagging diaphorase assay artifacts | Diaphorase/resazurin coupled assay, resorufin fluorescence, 16 min; active compounds read high; 1 = vehicle wells, 0 = NADH-free wells | activation factor at 20 µM | 0.005% of 190,000 active;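 active means diaphorase activity raised at least twofold by the compound at 20 µM; inactive means activation factor below 2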
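Test system: Clostridium kluyveri diaphorase, purified enzyme. Buffer or medium: 50 mM HEPES pH 7.4 buffer plus MgCl2 and Tween 20. Also added: 0.114 mM NADH and 0.1 mM resazurin, final amounts. Dosing: compound 20 µM once, DMSO 1%. Schedule: 16 min enzyme reaction, ambient temperature. Detection: fluorescence of resorufin, 544 nm excitation, 590 nm emission.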
L major viab = reduces viability of Leishmania major promastigotes; inhibition, % at 10 µM; resazurin fluorescence viability; 9% of 200,000 active; in the data active means inhibition above about 50%;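 further: promastigotes grown with compound for 44 hours at 28 °C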
bIAP inh = intestinal alkaline phosphatase (bovine) inhibition. purified bovine IAP, CDP-star luminescence, 30 min. inhibition, % at 20 µM. 190,000 tested, under 10 active. AID 1019;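 active means over 50% inhibition of intestinal alkaline phosphatase at 20 µM in the single-dose screen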
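test system = bovine IAP enzyme | medium = DEA buffer 100 mM, pH 9.8, with MgCl2 1.0 mM, ZnCl2 0.02 mM | detection = luminescence | dosing = single compound dose of 20 µM, 2% DMSO final | incubation = 30 min reaction at room temperature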
PMI act = activators of human phosphomannose isomerase; purified human PMI, coupled resazurin fluorescence, 20 min; active compounds read high; 1 = vehicle control, 0 substrate-free wells; activation factor at 20 µM; 0.005% of 190,000 active;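 active means activation factor of 2 or more at 20 µM, relative to plate controls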
TNAP inh hi DEA = blocks human TNAP under high phosphate acceptor concentration; P05186; purified TNAP, CDP-star luminescence, 1 M DEA; inhibition, % at 20 µM; 0.03% of 200,000 active;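 active means over 50% inhibition of tissue-nonspecific alkaline phosphatase at 20 µM in the single-dose screen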;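 further: plate controls were DMSO wells for no effect and EDTA-quenched wells as full inhibition for full effect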
Active calls of the source: *; & = joins results of further samples.

Below each SMILES – Diaph inh CS | TNAP act hiacc | TNAP inh no acc | bIAP act | PMI act satM6P | Diaphorase act | L major viab | bIAP inh | PMI act | TNAP inh hi DEA
1: COC(=O)c1cccc(-n2c(C)cc(C=O)c2C)c1
  5 | 1 | -8 | 0.9 | 1 | 1 | 0 | 13 | 1.1 | -3
2: Cc1ccc(NCCCCO)cc1C
  1 | 1 | -7 | 1.1 | 0.9 | 1 | 5 | -10 | 1 | -2
3: CC(C)c1nc(N2CCN(C(=O)c3ccco3)CC2)c2c3c(sc2n1)CCCC3
  39 | 1.1 | -9 | 1 | 0.8 | 0.6 | 38 | 0 | 0.8 | -7
4: CCOC(=O)C1CCCN(C(=O)CCC(=O)Nc2ccc3nc(N4CCOCC4)cc(C)c3c2)C1 (centres undefined)
  -2 | 1.1 | -13 | 1 | 0.9 | 1 | 1 | 0 | 1 | -5
5: CC1Cn2c(nnc2-c2cccc(Cl)c2)S1 (centres undefined)
  2 | 1 | -10 | 0.9 | 1.1 | 1 | -2 | 9 | 1.1 | 0
6: Cc1ccc(NC(=O)/C(CN(C)C)=N\O)cc1
  12 | 1 | -7 | 0.9 | 1 | 0.9 | -3 | 12 | 1 | -3
7: O=C(O)CCC(=O)c1ccc2c(c1)OCCO2
  16 | 1.1 | -16 | 1 | 1 | 0.8 | -3 | 0 | 1 | -7
8: CCCSc1nsc(NC(=O)c2cccnc2OCC)n1
  20 | 1 | -2 | 1 | 0.8 | 0.8 | 12 | 1 | 0.9 | 0
9: CCN(CC)c1ncn(Cc2c(Cl)cccc2Cl)c2ncnc1-2
  8 | 1 | -3 | 1 | 1 | 0.9 | 10 | -1 | 1 | 1
10: O=S(=O)(c1ccc2c(c1)OCCO2)N1CCN(Cc2ccccc2)CC1
  10 | 1.1 | -9 | 0.9 | 1 | 0.9 | 5 | 7 | 0.9 | -5
11: O=S(=O)(Nc1ccccn1)c1ccc(C2CCCCC2)cc1
  15 | 1 | -2 | 0.9 | 0.9 | 0.9 | -12 | 11 | 0.9 | -4
12: CCCC(C)NC(=O)c1ccc(F)cc1 (centres undefined)
  -2 | 1 | -5 | 0.9 | 1 | 1 | -2 | 7 | 0.9 | -3
13: O=C(c1cc(-c2ccc(Cl)cc2)n(-c2cc(Cl)ccc2Cl)n1)N1CCOCC1
  14 | 1 | -4 | 1.1 | 0.9 | 0.9 | 15 | -11 | 0.9 | 2
14: Cc1ccc(CN2CCN(CC(=O)N/N=C/c3c[nH]c4ccccc34)CC2)cc1
  4 | 1 | -14 | 0.9 | 0.9 | 1 | -1 | 12 | 1 | 2
15: Cc1ccc(NC(=O)Nc2ccc([N+](=O)[O-])cc2)nc1
  -5 | 1 | -31 | 1 | 1.1 | 1.1 | 2 | -2 | 1.1 | -3
16: Oc1c(C(c2cccs2)N2CCOCC2)sc2ncnn12 (centres undefined)
  16 | 1.1 | -14 | 0.9 | 1 | 0.8 | -10 | 6 | 1 | -9
17: COc1ccccc1N1CCN(C(=O)c2n[nH]c3ccccc23)CC1
  2 | 1 | -90 | 1.2 | 1 | 1 | -4 | -17 | 1 | -4
18: C=CCOc1c(Br)cc(CNc2ccc(NC(=O)CCC)cc2)cc1OCC
  11 | 1 | -1 | 1 | 0.8 | 0.9 | 87* | -4 | 0.9 | 2
19: CCSc1ccc(C(=O)Nc2ccc(Br)cn2)cc1[N+](=O)[O-]
  6 | 1 | -2 | 0.9 | 1 | 0.9 | 23 | 7 | 1 | 2
20: COc1ccc2cc(C(=O)NCCO)sc(=O)c2c1OC
  2 | 1 | -5 | 1 | 1 | 1 | 7 | 2 | 1 | 1
21: COc1ccc2c(c1)C=C(CN1CCN(C3CCCC3)C(CCO)C1)CO2 (centres undefined)
  3 | 1 | -5 | 1.1 | 1 | 1 | 88* | -9 | 1 | -4
22: O=C(CCN1C(=O)c2ccccc2S1(=O)=O)Nc1nc2c(s1)CCCC2
  13 | 1 | -5 | 1 | 1 | 0.9 | -6 | 5 | 1 | -4
23: CN(C)/C=C/C(=O)c1cnc(-c2cccc(Cl)c2)s1
  25 | 1 | -1 | 0.9 | 1 | 0.8 | -11 | 8 | 1 | 2
24: CCCCOC(=O)CSc1n[nH]c(=O)[nH]c1=O
  8 | 1 | -3 | 0.9 | 0.9 | 0.9 | -3 | 9 | 0.9 | 2
25: C=CCn1c(SCC(=O)c2ccc(Br)cc2)nnc1C(CC(C)C)NC(=O)c1cccs1 (centres undefined)
  17 | 1.1 | -12 | 0.9 | 1 | 0.8 | 34 | 14 | 0.9 | -6
26: Cc1ccccc1N=C1SC(CC(=O)Nc2ccc3ccccc3c2)C(=O)N1Cc1ccccn1 (centres undefined)
  20 | 1 | -10 | 1.1 | 0.8 | 0.8 | 98* | -13 | 0.8 | -1
27: COC(=O)c1sccc1Oc1ccc(F)cc1[N+](=O)[O-]
  11 | 1 | -8 | 0.9 | 1 | 0.9 | 0 | 12 | 1 | -1
28: COC(=O)c1ccc(CSc2nc3c(c(=O)n2-c2ccc(F)cc2)SCC3)o1
  20 | 1 | -8 | 0.8 | 1 | 0.8 | 100* | 16 | 1 | -4
29: CCOC(=O)COc1ccc2c(c1)C(=O)CC1(CCCCC1)O2
  11 | 1.1 | -18 | 0.9 | 1.1 | 0.9 | -1 | 6 | 1 | -6
30: C/C(Cn1cnc([N+](=O)[O-])n1)=N/NC(=O)COc1c(Cl)cc(Cl)cc1Cl
  12 | 1 | -7 | 1 | 1 | 0.9 | 23 | 1 | 0.9 | -2

One compound at a time, from the list above:
Record of COC(=O)c1sccc1Oc1ccc(F)cc1[N+](=O)[O-] : Diaph inh CS: 11; TNAP act hiacc: 1; TNAP inh no acc: -8; bIAP act: 0.9; PMI act satM6P: 1; Diaphorase act: 0.9; L major viab: 0; bIAP inh: 12; PMI act: 1; TNAP inh hi DEA: -1
Record of Cc1ccc(NC(=O)Nc2ccc([N+](=O)[O-])cc2)nc1 : Diaph inh CS: -5; TNAP act hiacc: 1; TNAP inh no acc: -31; bIAP act: 1; PMI act satM6P: 1.1; Diaphorase act: 1.1; L major viab: 2; bIAP inh: -2; PMI act: 1.1; TNAP inh hi DEA: -3
Record of O=S(=O)(c1ccc2c(c1)OCCO2)N1CCN(Cc2ccccc2)CC1 : Diaph inh CS: 10; TNAP act hiacc: 1.1; TNAP inh no acc: -9; bIAP act: 0.9; PMI act satM6P: 1; Diaphorase act: 0.9; L major viab: 5; bIAP inh: 7; PMI act: 0.9; TNAP inh hi DEA: -5

(more compounds)
Below each SMILES – Diaph inh CS | TNAP act hiacc | TNAP inh no acc | bIAP act | PMI act satM6P | Diaphorase act | L major viab | bIAP inh | PMI act | TNAP inh hi DEA
31: O=P(O)(COc1ccccc1)COc1ccccc1
  -8 | 1 | 1 | 1 | 1.1 | 1.1 | -10 | -2 | 1.1 | -4
32: Cn1c(=O)c2c(nc(CN3CCOCC3)n2CCCc2ccccc2)n(C)c1=O
  10 | 1 | -7 | 0.9 | 1 | 0.9 | 0 | 12 | 1 | 0
33: N#Cc1ccccc1Sc1ccccc1C(=O)Nc1ccc(Br)cc1
  29 | 1.1 | -12 | 0.9 | 0.8 | 0.7 | -4 | 12 | 0.8 | -6
34: FC(F)Oc1ccc(/C=N/c2c(-c3ccc(OC(F)F)cc3)nc3n2CCS3)cc1
  5 | 1 | 2 | 1 | 1 | 0.9 | 72* | 3 | 0.9 | 4
35: CCCCCCOC(=O)Cc1c(C)nc(-c2ccccc2)[nH]c1=O
  4 | 1.1 | -12 | 0.9 | 1 | 1 | -7 | 8 | 1 | -7
36: CCOc1ncccc1C(=O)OCc1ccc(C(=O)OC)o1
  18 | 1 | -7 | 1 | 0.8 | 0.8 | 0 | 3 | 0.9 | -4
37: Cc1c(Cl)cccc1NC(=O)CSCc1cc(=O)[nH][nH]1
  9 | 1 | -7 | 1 | 1 | 0.9 | -6 | -3 | 0.9 | 0
38: CC(C)CNC(=O)c1cccc(C(=O)NCC(C)C)c1
  -5 | 1 | -9 | 1 | 1 | 1 | -2 | -2 | 1 | -5
39: O=S(=O)(c1cccc2c(S(=O)(=O)N3CCCC3)cccc12)N1CCCC1
  12 | 1 | -9 | 0.9 | 0.9 | 0.9 | -1 | 6 | 0.9 | 2
40: O=[N+]([O-])c1c(NCCO)cc(Sc2nc3ccccc3s2)c2nonc12
  58* | 1 | -4 | 1 | 0.6 | 0.4 | 61* | -4 | 0.6 | 2
41: N#Cc1c(F)cccc1N1CCOCC1
  -6 | 1.1 | -1 | 1 | 1.1 | 1.1 | -1 | 2 | 1 | -6
42: COc1ccc(C(=O)NCc2cc(C)nc3ccccc23)cc1OC
  -10 | 1 | -8 | 1.1 | 1.3 | 1.1 | -8 | -11 | 1.4 | -5
43: C=C(Cl)COc1ccc2c(CC)cc(=O)oc2c1
  11 | 1.1 | -12 | 0.8 | 1 | 0.9 | 23 | 22 | 1 | -9
44: Cc1nc(-n2ncc(C#N)c2N)c2c3c(sc2n1)CCC3
  9 | 1 | 9 | 0.9 | 1 | 0.9 | 3 | 12 | 1 | -4
45: CC(=O)NC1=NN(C(C)=O)C(C)(CS(=O)(=O)c2ccc3ccccc3c2)S1 (centres undefined)
  5 | 1 | -12 | 1 | 1 | 0.9 | -3 | -5 | 1 | -2
46: CCCc1nnc(NC(=O)c2cccc(OC)c2)s1
  -13 | 1.1 | -4 | 0.9 | 1 | 1.1 | -1 | 14 | 1.1 | -9
47: Nc1ccc(C(=O)O)c(O)c1
  22&18 | 1&1 | -3&-4 | 1&0.9&0.9 | 0.6&0.7 | 0.8&0.8 | -3&-7&-8 | -2&11&5 | 1&0.9 | 0&0
48: Cc1cccc(Oc2ccc(NC(=O)C3CC=CCC3C(=O)O)cc2)c1 (centres undefined)
  0 | 1 | -5 | 1 | 1 | 1 | 1 | -3 | 1 | -1
49: O=C(NCc1ccco1)c1ccccc1NC(=O)C1CC(=O)N(c2ccc(Cl)cc2)C1 (centres undefined)
  24 | 1.1 | -14 | 0.8 | 0.9 | 0.8 | -2 | 16 | 0.8 | -6
50: CCn1c(SCc2ccc(Cl)cc2)nnc1-c1ccccc1
  10 | 1 | -4 | 0.9 | 1 | 0.9 | 11 | 7 | 1 | 1
51: CCc1cc2c(=O)c(-c3cnn(-c4ccccc4)c3)c(C)oc2cc1OCC(=O)Nc1ccc(F)c(F)c1
  16 | 1.1 | -3 | 0.9 | 1 | 0.8 | 53* | 8 | 1 | -7
52: CC(Nc1ccccc1N1CCCCC1)C(=O)N1CCc2ccccc21 (centres undefined)
  22 | 1 | -8 | 1 | 0.7 | 0.8 | 16 | 0 | 0.8 | -1

Screening results from PubChem BioAssay.
